TMEM16A act: TMEM16A chloride channel activators or potentiators, primary screen, cell-based, HTS; hit rate 0.3% among 340,000; B-score at 10 µM; HEK293 TMEM16A/YFP-H148Q/I152L, iodide quench fluorescence; active compounds read low; Anoctamin-1 (Mus musculus), Q8BHY3;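 active = fluorescence-ratio B-score plate-corrected deviation score at least 3 library SD below zero, with starting fluorescence score within 5 deviations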;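 also: channel opened by trigger with iodide after compound preincubation; score built on the fluorescence ratio of max minus min over baseline; more negative score means more quench and so TMEM16A activation or potentiation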
TRPC4 agonist: activators of mouse TRPC4 channel, primary screen, Fluo4 calcium, HEK293 TRPC4beta/mu-opioid cells; Short transient receptor potential channel 4 (Mus musculus), Q9QUQ5; Fluo4 calcium fluorescence; active compounds read high; B-score at 10 µM; hit rate 0.49% among 310,000; AID 2237, 2010;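 active = B-score above 5 SD of library B-scores, and initial fluorescence ratio not above library mean plus 5 SD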;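 also: positive B-score marks a calcium rise read as TRPC4 activation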
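System – HEK293 cells stably co-expressing mouse TRPC4beta and mu-opioid receptor · Signal – Fluo4 calcium-sensitive dye fluorescence, kinetic, 1 Hz baseline · Benchmarks – buffer (low) and maximal DAMGO (high) · Read-out – B score of integrated fluorescence ratio per well · Incubation – dye loading 45 min room temperature, 110 s kinetic read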
KCNK9 inh: KCNK9 potassium channel inhibitors, primary screen, HEK293 cells, thallium flux; Potassium channel subfamily K member 9 (Homo sapiens), Q9NPC2; FluxOR thallium flux fluorescence; active compounds read low; B-score at 10 µM; hit rate 1.2% among 310,000;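 active = ratio B-score over 3 SD below the library mean, with starting fluorescence within 5 SD of its mean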;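 also: negative B-score means less thallium flux so channel inhibition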
Target sequence (Q9NPC2 whole entry, looked up): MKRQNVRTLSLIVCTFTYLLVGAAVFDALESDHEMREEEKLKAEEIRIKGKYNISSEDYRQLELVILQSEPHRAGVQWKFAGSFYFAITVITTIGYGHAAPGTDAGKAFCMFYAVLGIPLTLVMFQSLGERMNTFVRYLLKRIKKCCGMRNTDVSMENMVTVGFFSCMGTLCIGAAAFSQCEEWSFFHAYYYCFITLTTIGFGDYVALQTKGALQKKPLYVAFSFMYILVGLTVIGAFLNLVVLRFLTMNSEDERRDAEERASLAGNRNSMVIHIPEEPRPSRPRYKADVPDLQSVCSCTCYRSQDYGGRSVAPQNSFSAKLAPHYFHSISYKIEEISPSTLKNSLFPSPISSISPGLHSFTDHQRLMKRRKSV
HDAC3 inhib: HDAC3 deacetylase inhibitors, primary screen, biochemical, fluorescence, cell-free homogeneous; Histone deacetylase 3 (Homo sapiens), O15379; recombinant HDAC3, fluorogenic peptide/trypsin coupled; inhibition, % at 8.3 µM; hit rate 0.15% among 320,000; AID 2718, 2010; in the data active = inhibition above about 26%, passing the limit was not always enough; inconclusive = no clear call, values can overlap the other calls
KCNQ1 pot: potentiators or activators of KCNQ1 channel, primary screen, cell-based, thallium flux, high-throughput. CHO-K1 KCNQ1, thallium flux FluxOR fluorescence; active compounds read high. Potassium voltage-gated channel subfamily KQT member 1 (Homo sapiens), P51787. B-score at 10 µM. hit rate 0.35% among 310,000. AID 2648, 2010;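 active = fluorescence ratio B-score, a plate-corrected score, at least three library SD, with initial intensity B-score within 5 SD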
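Doses: Single concentration per compound, DMSO matched to controls | Test system: KCNQ1-transfected CHO-K1 cells | Timing: 90 min dye loading and 20 min compound exposure, both at room temperature | Measured by: Kinetic FluxOR thallium fluorescence, 10-s 1-Hz baseline, 110-s post-stimulus read | Medium: Assay buffer with matched DMSO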
hERG rescue: hERG rescue from dofetilide block, primary screen, cell-based, CHO-hERG, FluxOR thallium flux, dofetilide IC70. hit rate 0.51% among 310,000. Voltage-gated inwardly rectifying potassium channel KCNH2 (Homo sapiens), Q12809. AID 1511, 2009. dofetilide IC70 present. activation (rescue from dofetilide block), less the hit threshold, % at 10 µM;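 active = activation above the mean of controls blocked by dofetilide plus 5 SD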;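 also: thallium influx through hERG after potassium depolarization seen as dye fluorescence rise; in these data hits start at about 4.7%; inactives centre near -7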
KCNQ1 block: inhibitors of human KCNQ1 channel, primary screen, cell-based, thallium flux, high-throughput. Potassium voltage-gated channel subfamily KQT member 1 (Homo sapiens), P51787. CHO-K1 KCNQ1, FluxOR thallium flux fluorescence; active compounds read high. B-score at 10 µM. hit rate 1.3% among 310,000;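 active = compounds whose thallium flux B-score, printed positive for inhibition, exceeds three library SD while starting fluorescence stays within three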;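 also: channel opened by potassium depolarization with thallium stimulus after 20 min compound exposure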
KCNK3 inh: human KCNK3 channel inhibitors, primary screen, CHO cells, FluxOR thallium flux, B-score | FluxOR fluorescence; active compounds read low | B-score at 10 µM | hit rate 0.84% among 340,000 | AID 602410, 2012;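 active = B-score under library mean minus 4 SD, starting fluorescence ratio at most library mean plus 5 SD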;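 also: more negative B-score means stronger inhibition of thallium flux through KCNK3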
Target sequence (O14649 whole entry, looked up): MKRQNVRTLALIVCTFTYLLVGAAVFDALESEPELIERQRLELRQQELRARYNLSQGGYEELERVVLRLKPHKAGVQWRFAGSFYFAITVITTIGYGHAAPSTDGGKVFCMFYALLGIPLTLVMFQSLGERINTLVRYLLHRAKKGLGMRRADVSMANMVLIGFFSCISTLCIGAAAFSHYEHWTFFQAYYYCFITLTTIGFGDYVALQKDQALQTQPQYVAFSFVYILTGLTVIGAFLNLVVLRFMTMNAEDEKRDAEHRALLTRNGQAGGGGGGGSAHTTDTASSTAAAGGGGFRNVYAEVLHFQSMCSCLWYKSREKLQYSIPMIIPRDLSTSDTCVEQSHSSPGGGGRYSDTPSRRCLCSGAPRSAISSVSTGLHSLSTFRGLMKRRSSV
TRPC4 potent: positive allosteric modulators of TRPC4, primary screen, cell-based, mouse TRPC4beta, HEK293 mu-opioid, Fluo-4 calcium. B-score at 10 µM. hit rate 0.42% among 310,000. DAMGO EC20, Fluo-4 Ca2+ flux; active compounds read high. AID 2227, 2009. Short transient receptor potential channel 4 (Mus musculus), Q9QUQ5;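 active = B-score of calcium response area above 5 SD of library B-scores, with initial fluorescence ratio within 5 SD of library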;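 also: B-score of integrated fluorescence ratio over time as area under calcium response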
TMEM16A inh: TMEM16A chloride channel inhibitors, primary screen, cell-based, HTS; Anoctamin-1 (Mus musculus), Q8BHY3; HEK293 TMEM16A/YFP iodide influx fluorescence, ionomycin; normalized B-score (activity score, 25-100; higher = stronger inhibition) at 10 µM; hit rate 1.2% among 310,000;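 active = ratio plate-corrected score three or more library SD toward inhibition, starting fluorescence score within five deviations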;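 also: score derived from kinetic fluorescence span divided by baseline fluorescence per well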
Dyrk1A ADPGlo: rat Dyrk1A kinase inhibitors, primary screen, biochemical, single point, plate reader; ADP-Glo luminescence, NFATc1 peptide; inhibition, % at 12.5 µM; hit rate 0.43% among 310,000; AID 504441, 2011; in the data active = inhibition above about 50%;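 also: plate controls were vehicle with enzyme for no effect and no enzyme for full effect; many of its hits are not listed in these tables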
Active calls of the source: *; i = inactive; u = inconclusive; x = not tested or not shown. Only part of the results is shown; count on the stated rates, not on these rows.

Sequence of screens – TMEM16A act	TRPC4 agonist	KCNK9 inh	HDAC3 inhib	KCNQ1 pot	hERG rescue	KCNQ1 block	KCNK3 inh	TRPC4 potent	TMEM16A inh	Dyrk1A ADPGlo
[1] CCOc1c(C#N)c(C#N)c2nc(C)cc(C)n12
→ i	i	i	2	i	-10	i	i	i	i	-3
[2] CC(C)NC(=O)C1CCN(C(=O)N(C)C)CC1
→ i	i	i	u	i	-3	i	i	i	i	x
[3] Cc1ccc(-c2csc(NC(=O)/C=C/c3cccs3)n2)cc1C
→ i	i	i	1	i	-1	i	i	i	i	-7
[4] Cc1ccc(C(=O)NCCC(=O)NCc2ccco2)cc1
→ i	i	i	x	i	-9	i	i	i	i	-1
[5] CCOc1cc(C)c(-c2onc(C(F)(F)F)c2-c2csc(C)n2)c(O)c1
→ i	i	i	1	i	-18	8*	i	i	100*	5
[6] O=C1c2nc3cc(-c4ccccc4)[nH]n3c(=O)c2CN1Cc1ccccc1
→ x	i	i	0	i	-10	i	x	i	i	x
[7] Cc1cccc2cc3c(NC(=O)CC(C)C)nn(C)c3nc12
→ i	i	i	-4	i	-4	i	i	i	i	-2
[8] O/C(=C\Sc1nnc(Cc2ccccc2)o1)c1ccc(F)cc1
→ i	i	i	-2	i	-3	i	i	i	i	5
[9] O=C(CN(C(=O)c1csnn1)c1cccc2ccccc12)NC1CCCC1
→ i	i	i	-5	i	-13	i	i	i	i	-2
[10] CSc1ncc(C(=O)Nc2ccccc2)cn1
→ i	i	i	-1	i	-8	i	i	i	i	-3

Whole records as entered above. Order of values: TMEM16A act, TRPC4 agonist, KCNK9 inh, HDAC3 inhib, KCNQ1 pot, hERG rescue, KCNQ1 block, KCNK3 inh, TRPC4 potent, TMEM16A inh, Dyrk1A ADPGlo
Record of CC(C)NC(=O)C1CCN(C(=O)N(C)C)CC1 : i, i, i, u, i, -3, i, i, i, i, x
Record of Cc1cccc2cc3c(NC(=O)CC(C)C)nn(C)c3nc12 : i, i, i, -4, i, -4, i, i, i, i, -2
Record of CCOc1c(C#N)c(C#N)c2nc(C)cc(C)n12 : i, i, i, 2, i, -10, i, i, i, i, -3

Additional compounds follow.
Sequence of screens – TMEM16A act	TRPC4 agonist	KCNK9 inh	HDAC3 inhib	KCNQ1 pot	hERG rescue	KCNQ1 block	KCNK3 inh	TRPC4 potent	TMEM16A inh	Dyrk1A ADPGlo
[11] COc1ccccc1NC(=O)CSc1nnc(CC(=O)Nc2ccccc2)n1C
→ i	i	i	0	i	-14	i	i	i	i	4
[12] NS(=O)(=O)c1ccc(CCNC(=O)C2CCCO2)cc1 (stereo not drawn)
→ i	i	i	-5	i	-7	i	i	i	i	-6
[13] CCOC(=O)Cn1c(-c2nonc2NC(=O)c2ccccc2F)nc2ccccc21
→ i	i	i	1	i	-2	i	i	i	i	1
[14] O=C(Cn1c(N2CCN(c3ccccc3)CC2)nc2ccccc21)c1ccccc1
→ i	i	i	3	i	-10	i	i	i	i	1
[15] COc1ccc(CCNC(=O)c2ccc(N(C)S(=O)(=O)c3ccccc3)cc2)cc1
→ i	i	i	x	i	-7	i	i	i	i	-1
[16] CCOC(=O)C(NC(=O)c1ccccc1OCC)(Nc1ncccn1)C(F)(F)F (stereo not drawn)
→ i	i	i	13	i	-5	i	i	i	i	7
[17] CCOP(=O)(OCC)c1nc(Cc2ccccc2)oc1NCc1ccccc1
→ i	i	i	-3	i	-7	i	i	i	i	-20
[18] CCCOc1cccc(C(=O)NC(=S)Nc2cccc(C(F)(F)F)c2)c1
→ i	i	i	1	i	-3	i	i	i	i	0
[19] CCS(=O)(=O)n1nc(-c2ccc(OC)cc2)nc1SC
→ i	i	i	8	i	-10	i	i	i	i	-7
[20] Cc1cc(C)c(C#N)c(SCc2nc3ccccc3[nH]2)n1
→ i	i	i	-6	i	-7	i	i	i	i	4
[21] CCOc1ccc(CCNC(=O)CCNS(=O)(=O)c2ccc3c(c2)CCN3C(C)=O)cc1OCC
→ i	i	i	u	i	-6	i	i	i	i	-8
[22] COc1cc(OC)cc(C(=O)OCC(=O)Nc2ccc(F)cc2F)c1
→ i	i	i	-2	i	-7	i	i	i	i	x
[23] CCCCN(CC(=O)NCc1ccc(F)cc1)C(=O)c1ccco1
→ i	i	i	3	i	-8	i	i	i	i	0
[24] CCn1c(SCC(=O)N2CCCc3ccccc32)nnc1-c1c[nH]c2ccccc12
→ i	i	i	4	i	-13	i	i	i	i	11
[25] COc1ccc(CNS(=O)(=O)c2ccc(Br)s2)cc1
→ x	i	i	-3	i	-12	i	i	i	i	-1
[26] C=C(Cl)COc1ccc2c(CCCC)cc(=O)oc2c1
→ i	i	i	6	i	0	i	i	i	i	0
[27] Cc1cc2cc(C)c3nnc(SCC(=O)NCc4ccc5c(c4)OCO5)n3c2cc1C
→ i	i	i	1	i	-16	i	i	i	i	-2
[28] COc1ccc(OC)c(NC(=O)CCc2nnc3ccc(N4CCC(C)CC4)nn23)c1
→ i	i	i	0	i	-7	i	i	i	i	2
[29] O=C(NC(CO)Cc1ccccc1)c1ccccc1 (stereo not drawn)
→ i	i	i	-3	i	-7	i	i	i	i	-1
[30] O=C(O)CC1CCCC(c2ccccc2)C1=O (stereo not drawn)
→ i	i	i	4	i	-14	i	i	i	i	0
[31] COc1ccc(CC(=O)NCc2nnc(SCC(=O)Nc3ccc(OC)cc3)n2C)cc1
→ i	i	i	3	i	-8	i	i	i	i	2
[32] O=C(Nc1ccncc1)c1cccc(S(=O)(=O)N2CCN(c3ccc(F)cc3)CC2)c1
→ i	i	i	8	i	-12	i	i	i	i	6
[33] CCOC(=O)c1sc(NC(=O)COC(=O)CNC(=O)c2ccco2)c(C(=O)OCC)c1C
→ i	i	i	11	i	-8	i	i	i	i	-2
[34] Cc1cccc(NC(=O)c2cnn(-c3ccc(F)cc3)c2C2CCNCC2)c1C
→ i	i	i	-2	i	-13	i	i	i	i	x
[35] O=C(CN1C(=O)CC(c2ccccc2)=Nc2ccccc21)NCc1ccccc1
→ i	i	i	1	i	-12	i	i	i	i	-9
[36] CC(=O)c1cccc(NC(=S)N2CCN(S(=O)(=O)c3ccccc3)CC2)c1
→ i	i	i	9	i	-8	i	i	i	i	x
[37] CSCCC(NC(N)=O)C(=O)NCc1ccc(Cl)cc1 (stereo not drawn)
→ i	i	i	-7	i	-7	i	i	i	i	3
[38] CC(C)C(=O)Nc1ccc2c(c1)nc(CCN1CCN(c3ccccn3)CC1)n2C
→ i	i	i	9	i	-6	i	i	i	i	-3
[39] COc1ccc(NC(=O)CC(=O)Nc2ccc(OC)cc2OC)c(OC)c1
→ i	i	i	8	i	-11	i	i	i	i	-6
[40] O=C(NCc1cc2ccccc2[nH]1)C1CCC(=O)N(CCCN2CCCC2=O)C1 (stereo not drawn)
→ i	i	i	2	i	-2	i	i	i	i	x
[41] Cc1cc(C(C)(C)C)ccc1OCCn1ccnc1
→ i	i	i	1	i	-3	i	i	i	i	0
[42] Cc1ccc(NC(=O)c2ccc(CNc3c(N4CCOCC4)c(=O)c3=O)cc2)cc1
→ i	i	i	2	i	-13	i	i	i	i	18
[43] Cn1nc(C(F)(F)F)c(-c2ccc(Br)cc2)c1NC(=O)C1CCC1C(=O)O (stereo not drawn)
→ i	i	i	5	i	-1	i	i	i	i	x
[44] O=C(Nc1ccnn1C1CCN(CC2CC=CCC2)CC1)c1ccccc1 (stereo not drawn)
→ i	i	i	x	i	-10	i	i	i	x	1
[45] Nc1ccccc1NC1=CC(=O)CC(c2ccccc2)C1 (stereo not drawn)
→ x	i	i	-1	i	-16	i	x	i	i	x
[46] O=C(COC(=O)[C@@H]1CCCN1C(=O)c1cccs1)NCCc1ccccc1
→ i	i	i	1	i	-16	i	i	i	i	1
[47] Cc1cc(C)c2ccc3c(C)c(C)nc3c2[nH]1
→ i	i	i	0	i	-16	8*	i	i	i	3
[48] O=C(Nc1cccc(NC(=O)c2ccco2)c1)c1cnccn1
→ i	i	i	5	i	-13	i	i	i	i	29
[49] CCC(C)NCC(=O)Nc1sc2c(c1C(N)=O)CCC2 (stereo not drawn)
→ i	i	i	-6	i	-4	i	i	i	i	3
[50] Cc1cc2[nH]c3c(c[n+](C)c4ccccc34)c2cc1C
→ i	i	i	2	i	-21	i	i	i	i	4
[51] C=CCNC(=O)c1onc(CSc2cccc(OC)c2)c1C(=O)O
→ i	i	i	-1	i	0	i	i	i	i	2
[52] Cc1ccc(OC(=O)c2c(C)nn(-c3ccccc3)c2C)cc1
→ i	i	i	0	i	-6	i	i	i	i	x
[53] CC(C)CNC(=O)C(=O)Nc1ccc2c(c1)N(S(=O)(=O)c1cccs1)CCC2
→ i	i	i	0	i	-15	i	i	i	i	7
[54] COc1ccc2occ(C(=O)c3cccs3)c2c1
→ i	i	i	1	i	-9	i	i	i	i	39
[55] C=CCON1C(=O)C(=O)N(OCC=C)[C@H]2CCCC[C@H]21
→ i	i	i	-2	i	-13	i	i	i	i	x
[56] C#CC(CC)(CC)NC(=S)Nc1cccc(C(C)=O)c1
→ i	i	i	6	i	-4	i	i	i	i	4
[57] CCOc1ccccc1N(C(=O)CNC(=O)c1ccco1)C(C(=O)NC(C)(C)C)c1ccncc1 (stereo not drawn)
→ i	i	i	x	i	-7	i	i	i	i	-1

Compound activity deposited in PubChem BioAssay by several laboratories.
